# Bioassay records from PubChem BioAssay.
# Lipid storage S3: qHTS Assay for Lipid Storage Modulators in Drosophila S3 Cells; Drosophila S3 cells, BODIPY lipid droplet fluorescence, 18-24 h; cells fed with added oleic acid; Potency in µM for hits, for the others lipid storage change, negative = inhibition, % at the top dose, mostly 46.1 µM; 0.64% of 320,000 active; AID 2685; active means well fitted inhibition curve with a large enough effect in the signal ratio, with a control signal flat, not every such curve was filed as active; inconclusive means small, poorly fitted or top-dose-only effect, or effect the other way, or a change in a side signal; the % refers to the signal ratio
#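 Drosophila S3 cells got compounds at several concentrations plus oleic acid (400 uM solution). Laser-scanning cytometry with 488 nm excitation read lipid droplets at 500-530 nm and cells at 575-640 nm. Percent activity was relative to 20 uM Triacsin C.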
# Lipid storage S3 cell count max: recorded beside Lipid storage S3, whose call it bears; cell number change, %; measured here: cell count max response;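 cells counted by Cell Tracker Red CMTPX staining in the red channel; peak over a dose series mostly up to 46.1 µM; percent activity relative to internal control wells on each plate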
# Starred values were filed as active, the others as inactive; i = inactive; ? = inconclusive; . = not tested or not shown; [ ] = dose if it differs, or a comment. On the % scale 0 is the no-effect control and ±100 the full control effect; potency means the concentration at half of the fitted maximal effect. Not all compounds are listed; rates above refer to the full screens.
# The first four records (preview)
Lipid storage S3 cell count max	Lipid storage S3	compound
.	?	N#CC(C#N)=c1ccc2c(c1)N1C3=C(CCCC3)CC3CCCCC31N=2 (stereo not drawn)
9.0	i	CCOC(=O)c1cccc(N2C(=O)C3C4C=CC(CC4)C3C2=O)c1 (stereo not drawn)
.	?	COc1ccc(C(=O)Oc2ccc(=O)n(-c3ccccc3)n2)cc1
.	?	Cc1nn(-c2ccccc2)c(Cl)c1C(=O)NCCCCNC(=O)c1c(C)nn(-c2ccccc2)c1Cl

# The listing, previewed entries included:
Lipid storage S3 cell count max	Lipid storage S3	compound
.	?	N#CC(C#N)=c1ccc2c(c1)N1C3=C(CCCC3)CC3CCCCC31N=2 (stereo not drawn)
9.0	i	CCOC(=O)c1cccc(N2C(=O)C3C4C=CC(CC4)C3C2=O)c1 (stereo not drawn)
.	?	COc1ccc(C(=O)Oc2ccc(=O)n(-c3ccccc3)n2)cc1
.	?	Cc1nn(-c2ccccc2)c(Cl)c1C(=O)NCCCCNC(=O)c1c(C)nn(-c2ccccc2)c1Cl
.	?	CCNc1nc(NCC)n2c(SCC(=O)Nc3ccc(Br)cc3F)nnc2n1
.	?	O=C(CCC1CCCN(C(=O)C2CCCC2)C1)NCc1ccc(F)c(F)c1 (stereo not drawn)
.	i	S=C(c1cn(CCOc2ccccc2)c2ccccc12)N1CCCC1
.	i	COc1ccc(N2C(=O)CC(c3ccc([N+](=O)[O-])cc3)C2=O)cc1 (stereo not drawn)
.	?	O=C(NC12CC3CC(CC(C3)C1)C2)c1ccc(-c2ccc(Br)cc2)o1
.	?	Cc1ccc(-c2nnn(CC(=O)N(CCO)C(C(=O)NC(C)(C)C)c3ccncc3)n2)cc1 (stereo not drawn)
.	?	CCOC(=O)c1c(N/N=C/c2ccncc2)n[nH]c1C
9.9	-1.9%	Cc1ccc(CNC(=O)C2CCN(S(=O)(=O)c3c(C)noc3C)CC2)cc1
.	?	CC(C)(/C=N/O)/[N+]([O-])=C/c1ccccc1
6.5	7.1%[9.22 µM]	O=C(c1cnn2ccccc12)N(Cc1ccco1)C1CCCC1
.	?	O=C(CSc1nnc(-c2ccccc2)n1C1CCCCC1)N1CCCC1
.	?	Clc1ccc(CSc2nnc(-c3ccncc3)s2)cc1
.	?	O=C(C1=C[C@H](c2ccccc2)C[C@H](OCCCCO)O1)N1CCN(Cc2ccc3c(c2)OCO3)CC1
7.4	12.8%	O=C(Nc1ccccn1)C1COc2ccccc2O1 (stereo not drawn)
.	?	N#Cc1ccc2ccn(CC(=O)NCc3ccco3)c2c1
.	?	O=C(Nc1ccc(CSc2ccccc2)cc1)c1ccccc1
.	?	CCOC(=O)C(NC(=O)NCc1ccccc1)(OCC)C(F)(F)F (stereo not drawn)
-6.4	-22.1%	O=C(NCCS(=O)c1ccc(Cl)cc1)c1cccc(Cl)c1 (stereo not drawn)
.	?	Cc1sc2nc(C(C)(C)C)oc(=O)c2c1C
-14.6	-1.0%	O=C(N/N=C/c1ccoc1)c1ccccc1F
.	?	Cc1c(Br)cnn1C(C)C(=O)N1CCN(c2ccccc2F)CC1 (stereo not drawn)
.	?	CNC(=O)c1c(NC(=O)CCS(=O)(=O)c2ccc(Cl)cc2)sc2c1CCN(C(=O)OC)C2
.	?	CCOc1ccc(CCNC(=O)COC(=O)CNC(=O)c2ccc(Br)o2)cc1OCC
2.9	i	O=C(NCCCNC(=O)c1ccco1)c1cccc(F)c1
-15.9	-5.6%	COc1ccc(Cl)cc1NC(=S)NNC(=O)c1cccs1
.	i	CCn1c(C2CC(=O)N(c3ccc(C)c(C)c3)C2)nc2ccccc21 (stereo not drawn)
.	?	CCC(=O)NC(=S)NNC(=O)c1ccc([N+](=O)[O-])cc1
.	?	COc1ccc(C)cc1Nc1n[n+](-c2ccccc2)c(-c2ccc(NC(C)=O)cc2)s1
-3.9	11.7%	Cc1cc(C)cc(NC(=O)CN(C)S(=O)(=O)c2cccc3nsnc23)c1
.	?	COCCn1c(SCC(=O)N2CCCCCC2)nnc1-c1ccco1
-9.1	10.6%	CCOC(=O)N1CCC(Nc2c(Nc3cccc(CC)c3)c(=O)c2=O)CC1
21.1	1.4%	CCNC(=O)CC1S/C(=N/N=C(\C)c2ccccc2)NC1=O (stereo not drawn)
.	?	CCN(CC(=O)Nc1ccccc1C(F)(F)F)C(=O)CCOc1ccccc1C
.	?	CCOC(=O)N1CCN(C(=O)COc2ccccc2[N+](=O)[O-])CC1
.	?	O=C(Cn1cnc([N+](=O)[O-])n1)N/N=C/c1ccc(O)cc1O
11.1	0.3%	NC(=O)c1cc[n+](CC2=C(C(=O)O)N3C(=O)[C@@H](NC(=O)C(c4ccccc4)S(=O)(=O)[O-])[C@H]3SC2)cc1 (stereo partly drawn)
.	?	CC(=O)C[C@H](O)CC(=O)[C@H]1OC(=O)CCCCCCCc2ccccc21
.	?	O=C(c1ccc(Cl)cc1)C1CCN(Cc2ccccc2)CC1
.	i	CCc1nc(NCCCN2CCOCC2)c2oc3ccccc3c2n1
.	?	COc1cc(S(=O)(=O)NCc2cccnc2)ccc1F
0.4	2.6%	O=C(CCn1c(=O)oc2ccccc21)Nc1ccon1
.	?	COc1ccc(-c2cc(C(=O)NCCCN3CCOCC3)no2)cc1
27.4	i	CCOc1ccc(C2NC(=O)c3ccccc3O2)cc1OC (stereo not drawn)
.	?	O=C(CSC(=S)N1CCCC1)NCCc1ccccc1
-25.8	-19.3%	CCn1ccnc1CN1CCCC(C(=O)c2ccc3c4c(cccc24)CC3)C1 (stereo not drawn)
.	i	Cc1ccc(CCNC(=O)CS(=O)Cc2nc(-c3ccccc3F)oc2C)cc1 (stereo not drawn)
.	?	COc1cc(N=Nc2c(O)c3ccccc3[nH]c2=O)c(OC)cc1N=Nc1ccccc1
4.2	-0.5%	CC(C)(C)C(=O)Nc1sc(-c2ccccc2)cc1C(=O)O
16.0	9.4%	COC(=O)N/N=C/c1cc(Br)ccc1O
.	?	COc1ccc(CNC(=O)C(c2ccco2)N(C(=O)CNS(=O)(=O)c2ccccc2)c2ccccc2C)cc1 (stereo not drawn)
5.9	-6.9%	COc1ccccc1CNS(=O)(=O)c1cccc2nsnc12
.	?	COC(=O)c1nc(Cl)c(Cl)c(N)c1Cl
.	?	COc1cccc(-c2nnc(NC(=O)CCS(=O)(=O)c3ccc(C)cc3)o2)c1
.	?	CC(Nc1nc(N2CCCC2)nc2ccccc12)c1ccccc1 (stereo not drawn)
.	?	C=CCn1c(O)c(C(CC)=Nc2ccccc2NC(=O)CC)c(=O)[nH]c1=O
-9.1	12.6%	CCCS(=O)(=O)N1CCC(C(=O)NCCCOC(C)C)CC1

# Another view of two compounds above.
canonical_smiles | Lipid storage S3 cell count max | Lipid storage S3
CCCS(=O)(=O)N1CCC(C(=O)NCCCOC(C)C)CC1 | -9.1 | 12.6%
COC(=O)N/N=C/c1cc(Br)ccc1O | 16.0 | 9.4%

# Later entries
Lipid storage S3 cell count max	Lipid storage S3	compound
-6.9	0.1%	C=C1CCN([C@@H](C)C(=O)NCc2cc(OC)c(OC)c(OC)c2)S(=O)(=O)c2ccccc21
7.1	-4.7%	O=C(O)C1C2C=CC(C2)C1C(=O)NCCCN1CCCC1=O (stereo not drawn)
5.9	3.5%	CCOC(=O)c1noc(C)c1C(=O)Nc1nc(C)cc(C)n1
4.7	14.0%	O=c1c(Cc2c(F)cccc2Cl)c(O)ccn1C1CC1
18.6	5.5%	CN(CCC#N)C(=O)COC(=O)c1ccccc1OCc1ccccc1Cl
-15.5	3.7%	COc1cc(OC)cc(C(=O)NCc2n[nH]c(=S)n2-c2ccccc2)c1
13.9	-3.2%	CC(=O)NCCC(=O)Nc1cc(F)ccc1C
-0.5	13.5%	CC(=O)OC1COC(N2CCc3ccccc32)C(OC(C)=O)C1OC(C)=O (stereo not drawn)
-3.7	1.9%	COc1ccc(N2CCN(C(=O)c3ccc(NS(=O)(=O)c4ccccc4)cc3)CC2)cc1
13.1	-13.5%	N#Cc1c(N(CCO)CCO)nc(N)c2c(N)nc3c(c12)CC(=O)N3CC1CCCO1 (stereo not drawn)
.	?	Cc1ccc(C2C(C#N)=C(N)OC3=C2C(=O)CC(C)(C)C3)s1 (stereo not drawn)
.	?	CC(=O)N1CCN(c2nc(N)c(C#N)c(CC#N)c2C#N)CC1
1.6	23.0%	Cc1cc(NCc2ccco2)n2ncnc2n1
2.2	0.6%	Cc1sc(NC(=O)/C=C/c2ccco2)c(C(=O)OC(C)C)c1C
.	?	CC(C)[C@H](NC(=O)N1CC(=O)Nc2ccccc21)C(=O)N1CCC[C@H]1C(=O)O
.	?	O=C(c1ccc2ccccc2c1)N1CCN(c2ccc(C(F)(F)F)cn2)CC1
-4.0	5.8%	CCOc1cc(N2CCOCC2)c(OCC)cc1NC(=O)COC(=O)CCOc1ccc(C(C)(C)C)cc1
.	?	O=C(O)c1cc2cc(Cl)cc(Cl)c2oc1=O
-11.6	0.2%	Cc1ccc2oc(C(=O)N(C)CCC(O)c3ccccc3)c(C)c2c1 (stereo not drawn)
16.0	4.7%	Cc1ccc(C(=O)N2CCCC2)cc1S(=O)(=O)N1CCOCC1
0.3	1.7%	Cc1ccccc1NC(=O)CCC(=O)N/N=C/c1cc([N+](=O)[O-])ccc1O
-14.0	-5.4%	COc1cc(/C=N/N2CCN(C3c4ccccc4-c4ccccc43)CC2)cc(OC)c1O
0.4	i	Cc1nnc(C)c2c(C)n(C(c3ccccc3)c3ccccc3)c(C)c12
.	?	CCOc1ccc(N2CC(C(=O)Nc3ccccc3N3CCCC3)CC2=O)cc1 (stereo not drawn)
-0.1	10.0%	Cc1nnc(SCC(=O)c2ccc(S(=O)(=O)N3CCOCC3)cc2)n1-c1ccccc1
.	?	CCC(CC)NC(=O)COC(=O)c1ccc(OCc2ccc(C(C)=O)cc2OC)c(OC)c1
.	?	Cc1ccc(NC(=O)C(C)N2C(=O)c3ccccc3C2=O)cc1C (stereo not drawn)
-17.9	-12.9%	COc1cccc(NC(=O)CN(C)C(=O)CCSc2ccc(C)cc2)c1
-23.0	-14.4%	O=C(CP(=O)(c1ccccc1)c1ccccc1)N/N=C/c1cc(Br)cc(Br)c1O
.	22.7%	CC(=O)COc1ccc2c(-c3ccccc3)cc(=O)oc2c1
.	?	Cc1ccc(S(=O)(=O)N[C@@H](Cc2ccccc2)C(=O)N2CCC[C@@H]2C(=O)O)cc1
.	?	Cc1cc(C)cc(N=Cc2c(O)c3ccccc3oc2=O)c1
0.4	-0.9%	CC(=O)c1cc(CC=C(C)C)c(O)cc1O
.	?	C/C(=N\Nc1ccc(S(=O)(=O)N2CCCCC2)cn1)c1ccc(O)cc1
.	?	Oc1cc2ccccc2cc1-c1nnc2n1-c1ccccc1SC2
.	?	CC1CCN(Cc2nnnn2CCCC(=O)N(C)C2CCOC2)CC1 (stereo not drawn)
9.6	12.9%	O=C1NN(c2ccccc2)C(=O)/C1=C\c1cccn1-c1ccc(Cl)c([N+](=O)[O-])c1
.	i	Cc1cc(=O)[nH]c(S/C=C/c2ccccc2)n1
.	?	O=C(Cc1ccccc1)NC(=S)Nc1ccc(N2CCCCC2)cc1
2.8	5.8%	CCCNC(=O)C(CC)NS(=O)(=O)c1ccc(OC)cc1 (stereo not drawn)
.	?	COc1cc(/C=C2/C(=N)N3N=C(CC(=O)N4CCOCC4)SC3=NC2=O)ccc1OCc1ccccc1
8.9	11.7%	O=C(C1=C[C@@H](C2CC2)C[C@@H](OCc2ccc(CO)cc2)O1)N1CCN(Cc2ccccc2)CC1
-1.2	-18.1%	CC(C)CCN1CC(C(=O)NCc2ccc(F)cc2)CC1=O (stereo not drawn)
-7.4	14.4%	CCOc1ccc(N(CC(=O)Nc2ccccc2Cl)S(C)(=O)=O)cc1
18.5	-15.1%	CCc1c(C)nc(SCC(=O)N2C(C)CCCC2C)[nH]c1=O (stereo not drawn)
-15.0	-7.3%	CC(Cc1cnccn1)NC(=O)c1cc(COc2ccc(F)cc2F)on1 (stereo not drawn)
-2.8	-10.6%	O=C(O)CCC(=O)N1CCC(n2nnc3cc(C(F)(F)F)ccc32)CC1
.	?	CCOC(=O)c1ccc(NC(=O)c2ccc(NC(=O)c3ccccc3)cc2)cc1
-1.5	7.1%	COc1cc(OC)c(C2CC(=O)N3CN(c4ccccc4)CSC3=C2C#N)cc1OC (stereo not drawn)
3.9	-1.7%	CC(=O)N1CCOc2cc(S(=O)(=O)NCc3ccccc3Cl)c(Cl)cc21
.	?	COc1ccccc1-c1nc(SCc2ccccn2)n[nH]1
16.2	3.0%	O=C(CN1C(=O)c2ccccc2C1=O)Nc1ccccc1N1CCOCC1
.	?	Cc1cc(N)n(-c2ccccc2)n1
.	-0.5%	COC(CNC(=O)C1CCCN1C(=O)OCc1ccccc1)OC (stereo not drawn)
-1.0	0.4%	Cc1ccc(-n2c(C)nnc2SCC(=O)Nc2ccccc2)cc1

# Record cards, as listed above.
# Cc1cc(N)n(-c2ccccc2)n1 reads Lipid storage S3 cell count max = .; Lipid storage S3 = ?
# Cc1cc(C)cc(NC(=O)CN(C)S(=O)(=O)c2cccc3nsnc23)c1 reads Lipid storage S3 cell count max = -3.9; Lipid storage S3 = 11.7%
